# ATXN2 expr inh – Primary qHTS for Inhibitors of ATXN expression; HEK-293 ATXN2-luciferase reporter, luminescence, 24 h; Potency, µM (doses to about 57 µM), for inactives: at the top dose activity change, negative = inhibition, hits mostly inhibitors; actives 0.72% (n = 360,000); note: potency is the fitted concentration of half-maximal effect; % is set by controls: 0 for no effect and ±100 for the full control effect; nearly all actives have a fitted effect of over 55% in size
#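 qHTS (up to 57 uM final) was run with 24 h compound exposure of reporter cells at 37 °C. Each well was multiplexed: SteadyGlo luminescence measured ATXN2-luciferase expression after a fluorogenic Gly-Phe-AFC viability readout (25 uM final).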
# IL1B secr inh – qHTS for Inhibitors of Inflammasome Signaling: IL-1-beta AlphaLISA Primary Screen. activity change, % at 57.5 µM. actives 4.7% (n = 360,000). THP-1 LPS/ATP IL-1B secretion, AlphaLISA, 16 h; stronger effect = lower value; in the data active = activity change below about -50%; inconclusive = mostly about -30% to -49%; note: % is set by controls: 0 for no effect and ±100 for the full control effect
#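 Secreted IL-1B measured by AlphaLISA bead assay after 16 h compound exposure of THP-1 cells; compounds (final up to 57.5 uM) added 1 h before LPS (250 ng/mL) and ATP (1.25 mM) stimulation; lower signal means less secretion.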
# Nrf2 activator – qHTS of Nrf2 Activators. AID 624171, 2012. AREc32 ARE-luciferase reporter (MCF7-derived line), luminescence, 24 h. actives 0.31% (n = 410,000). Potency, µM (top dose mostly 46.1 µM), for the others: at the top dose activation, most hits filed as activators; note: potency is the fitted concentration of half-maximal effect; % of control where 0% means no effect; nearly all actives have a fitted effect of over 65% in size
#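 AREc32 cells carrying an ARE-driven firefly luciferase reporter were seeded at 1000 cells/well in OPTI-MEM with 5% FBS, then exposed to compound for 24 hr at 37 deg C. Luminescence was read with Steady-Glo after 30 min at RT.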
# TGFb inhibitor – qHTS for Inhibitors of TGF-b; HepG2 CAGA-GFP TGF-b/SMAD3 reporter, GFP fluorescence, 18 h; TGF-beta stimulated, 500 pg/mL final; Potency, µM (series often up to 46.1 µM), without a hit: at the highest dose activity, negative = inhibition, most hits filed as inhibitors; actives 1.2% (n = 410,000); note: potency is the fitted concentration of half-maximal effect; % is set by controls: 0 for no effect and ±100 for the full control effect; nearly all actives have a fitted effect of over 65% in size
#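 HEPG2 CAGA-GFP cells (1000/well, DMEM with 1% FBS) were pre-incubated 2 h at 37 degrees C, given compound by pin tool, then stimulated with TGF-beta at 500 pg/mL final for 18 h before per-cell GFP fluorescence imaging.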
# Nrf2 block – Nrf2 qHTS screen for inhibitors | AID 504444, 2011 | Potency, µM (series often up to 46 µM), without a hit: at the top dose activity change, negative = inhibition, usual class: inhibitors | A549 ARE-Fluc reporter, luciferase luminescence, 18-24 h | actives 2.1% (n = 360,000); note: potency is the fitted concentration of half-maximal effect; % is set by controls: 0 for no effect and ±100 for the full control effect; nearly all actives have a fitted effect of over 60% in size
#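 Quantitative HTS in A549 cells stably bearing an antioxidant response element-firefly luciferase construct. Inhibition of Nrf2-driven transcription was scored by luminescence after 18-24 h of compound exposure at 37 °C.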
# HepG2 viability – qHTS for Inhibitors of TGF-b: Cytotox Counterscreen; Potency, µM (top dose mostly 46.1 µM), for inactives: top-dose activity change, negative = cytotoxicity, most hits filed as cytotoxic; AID 588856, 2011; actives 0.76% (n = 410,000); HepG2 CAGA-GFP viability, ATP luminescence, 18 h; note: potency is the fitted concentration of half-maximal effect; some results filed as inactive show a strong effect at the top dose
#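 HepG2 CAGA-GFP cells (1000/well, DMEM with 1% FBS) received compound, then TGF-beta at 500 pg/mL final, and were incubated 18 hours at 37 degrees C. Viability was read by CellTiter-Glo luminescence. Media-only wells were set as complete cell-killing and DMSO as no toxicity.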
# S2 tox – Viability Counterscreen for Primary qHTS for Inhibitors of ATXN expression. S2 cells (HEK-293 line with an ATXN2-luciferase reporter) viability, CellTiter-Fluor protease fluorescence, 24 h. Potency, µM (highest dose often 56.7 µM), actives largely listed as cytotoxic. actives 0.49% (n = 400,000). AID 651635, 2014; note: potency is the fitted concentration of half-maximal effect; nearly all actives have a fitted effect of over 40% in size
# MCF10A rereplic – A quantitative high throughput screen for small molecules that induce DNA re-replication in MCF 10a normal breast cells; Potency, µM (series often up to 46.1 µM), for inactives: at the top dose activity, positive = re-replication, most hits filed as activators; MCF 10A DNA re-replication, Hoechst nuclear intensity, 48 h; actives 2.9% (n = 350,000); AID 624296, 2012; note: potency is the fitted concentration of half-maximal effect; % of control where 0% means no effect; nearly all actives have a fitted effect of over 50% in size
# A549 tox – Nrf2 qHTS screen for inhibitors: counterscreen for cytotoxicity. A549 ARE-Fluc cells, CellTiter-Fluor viability, 18-24 h. Potency, µM (doses to about 46 µM), inactives show top-dose activity change, negative = cytotoxicity, most hits filed as inhibitors. actives 0.16% (n = 390,000). AID 504648, 2011; note: potency is the fitted concentration of half-maximal effect; % is set by controls: 0 for no effect and ±100 for the full control effect
#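 A549 ARE-Fluc cells in 5% FBS OPTI-MEM, 5000 cells/well, rested 2 h then exposed to compounds in concentration-response for 18-24 h at 37 °C. Viability by CellTiter-Fluor fluorescence (Ex 405/Em 525) after 30 min; luciferase luminescence (BugLite, 15 min, RT) read afterwards.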
# * marks the source's active call; other numbers are inactive results; i = inactive; ? = inconclusive; . = no result given; [ ] = another dose, or the depositor's remark. Unless noted, calls come from the whole dose curve; as a rule, active = well fitted curve in the direction sought with a large enough effect; inconclusive = small, poorly fitted or top-dose-only effect, or another doubt; inactive = no such curve, though single readings can be large; an effect the other way counts as inactive or inconclusive.
SMILES,ATXN2 expr inh,IL1B secr inh,Nrf2 activator,TGFb inhibitor,Nrf2 block,HepG2 viability,S2 tox,MCF10A rereplic,A549 tox
Cc1cc(C(F)(F)F)c2c(n1)sc1c(O)cc(=O)[nH]c12,7%,3,-0.3%,7%,5%,2%,i,-6%,-3%
O=S(=O)(c1ccc(Br)cc1)N1CCN=C1SCc1cccc(F)c1,1%,0,-0.8%,?,-3%,-42%,i,19%,-2%
N#Cc1cc2c(=O)n3ccccc3nc2n(-c2ccc(Cl)cc2)c1=O,.,-3,3.7%,-14%,?,-7%,.,0.52µM*,0%
CCOCc1nnc(NC(=O)C2c3ccccc3Oc3ccccc32)s1,5%[11.3 µM],13,-0.5%,-2%,?,15%,i,0%,-3%
CCc1ccc(CN2CCCC(C(=O)Nc3ccccc3-c3ccc(OC)cc3)C2)o1 (stereo not given),-7%,35,3.4%,?,-1%,-29%,i,10%,-6%
O=c1[nH]c(C(Cl)(Cl)Cl)nc2ccc3ccccc3c12,11%,32,2.7%,-2%,?,0%,i,5%,-2%
CC(=O)c1cccc(NC(=S)N2CCCC2)c1,0%,24,0.1%,1%,3%,9%,i,-1%,1%
Cc1cccc(C(=O)NC(NCCc2ccccc2)C(Cl)(Cl)Cl)c1 (stereo not given),42%[activator],-27,5.4%,-10%,?,-9%,i,?,-21%
CN(C)c1cccc(C(=O)Nc2ccc(N3CCOCC3)cc2)c1,8%,23,-0.4%,5%,-5%,-15%,i,-7%,-12%
NN/C(=C\[N+](=O)[O-])Nc1ccc(Cl)cc1,36%,-15,3.7%,?,?,-21%,i,?,-1%
CCOC(=O)C1(Cc2ccccc2C)CCCN(C(=O)CN2CCCCC2=O)C1 (stereo not given),17%,33,-0.5%,-3%,-3%,2%,i,1%,0%
CC(=O)OC(C)[C@H]1CC[C@H]2[C@@H]3CC[C@H]4C[C@@H](OC(C)=O)CC[C@]4(C)C3=CC[C@]12C (stereo not given in full),2%,21,-0.4%,1%,-1%,-23%,i,1%,4%
COc1ccc(OC)c(Nc2ncnc3c2cnn3-c2ccc(C)cc2)c1,13%,.,7.0%,25%,.,0%,i,.,10%
COc1cccc(OC)c1C(=O)Nc1ccc2c(c1)N(C(C)=O)CCC2,.,.,-0.8%,-6%,.,-8%,.,.,8%
COc1ccc(OCC(=O)Nc2cccc(-c3nc4ccccc4o3)c2)cc1,-5%,13,0.8%,-2%,0%,-44%,i,7%,.
CCC(C)Sc1ccc([C@H]2N[C@@](CC(C)C)(C(=O)OC)[C@H]3C(=O)N(CC)C(=O)[C@@H]23)cc1 (stereo not given in full),-19%,0,-0.5%,16%,-14%,2%,i,4%,-2%
Cc1ccc(-c2nc3cc(C)c(Br)c(C)n3c2Cc2cccc(F)c2)cc1,98%[activator],0,6.1%,-8%,.,-10%,i,.,.
Cc1cc(=O)oc2cc(OCC(=O)NCCc3c[nH]c4ccc(F)cc34)ccc12,-8%,-25,-0.2%,8%,-10%,6%,i,14%,-3%
O=C(N/C(=C/c1ccco1)C(=O)N1CCc2ccccc21)c1ccco1,9%,14,0.3%,16%,0%,-1%,?,-4%,-8%
Cn1c(=O)c2sccc2n2c(CCCC(=O)NCc3cccnc3)nnc12,.,3,-1.5%,-1%,-4%,-11%,i,-2%,2%
O=C(Nc1ccccc1-c1ccccc1)C12CC3CC(CC(C3)C1)C2,70%[activator],-11,-0.2%,?,?,-35%,i,?,1%
Cc1c(Cc2ccc3c(c2)OCO3)sc(NC(=O)c2ccc3ccccc3c2)c1C(N)=O,7%,14,4.9%,5%,12%,-28%,i,15µM*,7%
COc1ccc(COC(=O)C2CC(=O)N(Cc3ccc(C)cc3)C2)cc1 (stereo not given),-16%,0,-0.7%,-33%,16%,1%,i,2%,17%
COc1cc(C(=O)Nc2ccn(C)n2)ccc1OC(F)F,.,-21,2.6%,-8%,4%,-4%,.,2%,-6%
CCOC(=O)CSc1ncnc2c1cnn2-c1ccc(Cl)cc1,5%,-10,-0.9%,19%,18%,11%,i,?,2%
Cc1cccc(/C=N/NC(=O)c2ccc(NC(=O)c3ccccc3Cl)cc2)n1,23%,-14,-0.5%,11%,5%,-4%,i,-1%,1%
CCc1ccc(S(=O)(=O)/N=C2\C=C(Nc3cccc(C(=O)O)c3)C(=O)c3ccccc32)cc1,32µM*,-101*,-2.6%,?,21µM*,-89%,25µM*,?,?
COc1ccc(/C(N)=N/OC(=O)CCc2ccccc2)cc1OC,28%,9,-0.1%,-20%,20%,-31%,i,-4%,6%
CC(=O)OCC1=C(C(=O)O)N2C(=O)C(NC(=O)c3ccc(COc4cccc(Cl)c4Cl)o3)C2SC1 (stereo not given),-10%[11.3 µM],-1,2.5%,7%,-2%,3%,i,0%,1%
Cc1cc(C)cc(N(CC(=O)NC2CCCC2)C(=O)C2(C)CC(=O)N=C3C=CC=CN32)c1 (stereo not given),2%,18,-1.0%,20%,8%,-3%,i,-5%,-1%
Cc1ccc(-c2csc(NC(=O)c3ccc(C)o3)n2)cc1,18%,0,-0.1%,-5%,-6%,-1%,i,?,-2%
O=c1cc(-c2ccc3c(c2)OCO3)oc2ccccc12,62%[activator],24,3.8%,-21%,16%,-20%,i,28%,3%
COC(=O)c1ccc(C2c3c(oc4ccccc4c3=O)C(=O)N2CCCN2CCOCC2)cc1 (stereo not given),3%,-21,6.6%,6%,-3%,-5%,i,?,-1%
Cc1cccc(C)c1NC(=O)C(NS(=O)(=O)c1ccc2c(c1)CCC(=O)N2)c1ccccc1 (stereo not given),14%,.,-0.5%,24%,17%,-19%,?,.,-2%
CCOc1ccc(Cn2nnc(C(=O)NCCc3ccccc3)c2N)cc1,26%,?,0.5%,0%,?,-21%,i,2%,0%
CC(C)(C)NC(=O)N1CCC(CO)(Cc2ccccc2Cl)CC1,-13%,-1,-0.1%,16%,0%,5%,i,7%,0%

# Reprinted from the entries so far, three compounds:
SMILES,ATXN2 expr inh,IL1B secr inh,Nrf2 activator,TGFb inhibitor,Nrf2 block,HepG2 viability,S2 tox,MCF10A rereplic,A549 tox
CCOC(=O)CSc1ncnc2c1cnn2-c1ccc(Cl)cc1,5%,-10,-0.9%,19%,18%,11%,i,?,2%
Cc1cccc(/C=N/NC(=O)c2ccc(NC(=O)c3ccccc3Cl)cc2)n1,23%,-14,-0.5%,11%,5%,-4%,i,-1%,1%
CCc1ccc(S(=O)(=O)/N=C2\C=C(Nc3cccc(C(=O)O)c3)C(=O)c3ccccc32)cc1,32µM*,-101*,-2.6%,?,21µM*,-89%,25µM*,?,?

# Other records
SMILES,ATXN2 expr inh,IL1B secr inh,Nrf2 activator,TGFb inhibitor,Nrf2 block,HepG2 viability,S2 tox,MCF10A rereplic,A549 tox
Cc1ccccc1NC(=O)C1CCN(C(=O)N2CCOc3ccccc32)CC1,-5%,1,-0.9%,4%,9%,14%,i,3%,-2%
O=C(COC(=O)c1ccc(N2CCCC2=O)cc1)NCc1ccco1,3%,14,-0.3%,-2%,9%,-24%,i,9%,0%
CCc1ccc(-c2nn(CC(=O)NC3CCCC3)c3c2cnc2ccc(C)cc23)cc1,6%,.,0.4%,6%,-13%,-13%,i,.,-1%
N/C(=N\OC(=O)C(c1ccccc1)c1ccccc1)c1ccccn1,-8%,-5,2.8%,5%,?,1%,?,7%,-27%
COc1ccc(CNC(=O)[C@@H](Cc2ccccc2)NC(=O)CC[C@H]2O[C@@H](n3ccc(=O)[nH]c3=O)[C@H](O)[C@@H]2O)cc1,1%,15,-0.1%,2%,.,11%,i,.,.
CCOC(=O)c1c(S(=O)(=O)Nc2cccc(-c3ccno3)c2)c(C)n(C)c1C,-1%,10,-1.3%,7%,?,2%,i,4%,11%
Cc1c(C(=O)N(Cc2ccco2)Cc2cccs2)oc2ccccc12,-3%,7,?,-13%,5%,-6%,?,?,1%
Cc1ccc2[nH]c(=O)c3cc(C(=O)NCCN4CCN(C)CC4)sc3c2c1,-16%,-13,-0.6%,-10%,7%,-3%,i,10%,0%
O=C(N/N=C/c1cccc(OC(=O)c2ccc([N+](=O)[O-])cc2)c1)c1cccnc1,-8%,14,-0.5%,6%,7%,1%,i,-8%,5%
Cc1[nH]n(-c2ncc(-c3ccccc3)s2)c(=O)c1C(c1ccc(Cl)cc1)C(C#N)C#N (stereo not given),-4%,-64*,7.1%,?,16%,-2%,?,18%,-10%
Cc1ccc[n+](CC(=O)Nc2ccc(Cl)c([N+](=O)[O-])c2)c1,-10%,-12,0.2%,-8%,-8%,-1%,i,0%,-14%
COc1cccc(N2CCN(C(=O)C3CCN(S(=O)(=O)c4ccc5c(c4)CC(C)N5C(C)=O)CC3)CC2)c1 (stereo not given),.,10,-0.3%,9%,7%,6%,i,0%,-1%
Cc1ccccc1-n1ccnc1SCC(=O)Nc1cccc(S(=O)(=O)NC2=NCCC2)c1,5%,7,0.5%,6%,-13%,2%,i,10%,-2%
COCCNC(=O)/C(C#N)=C/c1cc(C)n(-c2ccc(C)cc2)c1C,107%[activator],-94*,4.3%,-15%,?,-20%,i,6%,-3%
COC/C=C/C1=CC2=CC(=O)C(C)(OC(=O)c3cnc4ccccc4n3)C(=O)C2=CN1CCCOC(C)C (stereo not given),6%,17,13%,?,-5%,4%,i,-13%,-10%
Cc1cccc([C@@H](NC(=O)OC(C)(C)C)C(=O)OC(C)(C)C)c1,3%,19,-0.1%,-20%,13%,-8%,i,?,-3%
CCCC(=O)N1CC(=O)Nc2ccc(Cl)cc2C1c1ccc(F)cc1 (stereo not given),-5%,.,3.6%,0%,0%[9.27 µM],0%,i,.,0%
CCOC(=O)N1CCN(C(=O)CSc2nc(=O)n3cc(C)ccc3n2)CC1,4%,-5,2.4%,7%,1%,1%,i,7%,-3%

# Screening data (PubChem BioAssay)
